Bioassay records deposited in PubChem by National Center for Advancing Translational Sciences (NCATS).
TRb-SRC2 inh: disrupts binding of human TR beta to SRC2. TRbeta-SRC2 peptide binding, fluorescence polarization; receptor liganded with 1 µM T3. 0.065% of 280,000 active. Potency, µM (doses to about 106 µM), inactives show at the highest dose activity change, negative = inhibition, hits mostly inhibitors;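 note: plate controls were bound peptide for no effect and peptide without receptor for full effect; nearly all actives have a fitted effect of over 50% in size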
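Binding of a 20-amino-acid Texas Red SRC2 peptide (20 nM) to TRb ligand-binding domain (0.6 uM) with agonist T3 at 1 uM was followed by fluorescence polarization after a 5 hr room-temperature incubation.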
Tau ThT inhib: inhibitors of human tau fibril formation, thioflavin T binding; Potency, µM (highest dose often 57.4 µM), inactives show at the top dose activity, negative = inhibition, actives largely listed as inhibitors; 2.1% of 270,000 active; recombinant tau K18 P301L, heparin-induced fibrillization, ThT fluorescence; P10636; note: nearly all actives have a fitted effect of over 55% in size
Target sequence (P10636 561-689 P618L limits assumed): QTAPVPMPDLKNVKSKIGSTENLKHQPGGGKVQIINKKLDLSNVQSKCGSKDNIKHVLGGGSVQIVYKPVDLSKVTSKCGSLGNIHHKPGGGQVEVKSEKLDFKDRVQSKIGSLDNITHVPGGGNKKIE
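Tau K18 P301L fragment (15 uM unlabeled plus 0.24 uM Alexa 594-labeled) in 100 mM sodium acetate pH 7 with compound, fibrillization induced by 20 uM heparin for 6 hr at 37 C. Thioflavin T (30 uM) added, fluorescence read after 1 hr (ex 450, em 510 nm).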
L3MBTL1 block: blocks human L3MBTL1. Q9Y468. AlphaScreen L3MBTL1–H3K9me1 peptide binding. Potency, µM (doses to about 57.1 µM), inactives show at the highest dose activity, negative = inhibition, actives largely listed as inhibitors. 0.66% of 230,000 active. AID 485360; note: nearly all actives have a fitted effect of over 60% in size
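First, the protein-peptide complex forms for 30 min at room temperature (L3MBTL1 50 nM, biotinylated H3K9me1 peptide 75 nM). Next, compounds are pin-transferred and incubated 30 min. Finally, AlphaScreen beads are added and read after 30 min.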
Tau fibril FP: blocks human tau fibril formation measured by polarization; K18 P301L tau heparin fibrillization, Alexa594 FP, 6 h; Potency, µM (highest dose often 57.7 µM), inactives show at the top dose activity, negative = inhibition, actives largely listed as inhibitors; 0.39% of 280,000 active; note: nearly all actives have a fitted effect of over 55% in size
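Human K18 P301L fragment (15 uM unlabeled plus 0.24 uM Alexa 594-labeled) in 100 mM sodium acetate pH 7 with compound, aggregation induced by 20 uM heparin for 6 hr at 37 C. ThT (30 uM) added for 1 hr, then Alexa 594 FP read.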
Tau fluor cs: counter-screen for tau fibril formation inhibitors; tau K18 P301L (four-repeat tau fragment) Alexa594 fluorescence, heparin fibrillization; Potency, µM (top dose mostly 57.7 µM), inactives show top-dose activity change, negative = decrease; 0.93% of 280,000 active; AID 1463; note: nearly all actives have a fitted effect of over 55% in size
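Human K18 P301L tau (15 uM unlabeled plus 0.24 uM Alexa 594-labeled, final) in 100 mM sodium acetate pH 7 was mixed with compound and 20 uM heparin and incubated 6 hr at 37 C.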
TexasRed fluor: alters Texas Red total fluorescence, flagging assay interference; 0.29% of 280,000 active; Potency, µM (series often up to 106 µM), for inactives: at the highest dose fluorescence change, negative = quenching; TRb/SRC2 Texas Red total fluorescence interference; active = well fitted curve in either direction with a large enough effect; inconclusive = small, poorly fitted or top-dose-only effect
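Human TRβ ligand-binding domain (0.6 uM) and Texas Red SRC2 peptide (20 nM) in Tris buffer with 1 uM T3 and 5% DMSO were incubated with pinned compound for 5 hr at ambient temperature. Total fluorescence was computed as S + 2P (555/632 nm).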
aGal spleen mod: inhibitors or activators of human alpha-galactosidase in spleen homogenate. human spleen homogenate, 4MU-alpha-Gal fluorescence, 40 min. 0.008% of 240,000 active. P06280. Potency, µM (top dose mostly 80 µM), without a hit: top-dose activity change, negative = inhibition, most hits filed as inhibitors;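 note: 0% = enzyme with vehicle and -100% = no enzyme basal signal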
Target sequence (P06280 32-429 limits assumed): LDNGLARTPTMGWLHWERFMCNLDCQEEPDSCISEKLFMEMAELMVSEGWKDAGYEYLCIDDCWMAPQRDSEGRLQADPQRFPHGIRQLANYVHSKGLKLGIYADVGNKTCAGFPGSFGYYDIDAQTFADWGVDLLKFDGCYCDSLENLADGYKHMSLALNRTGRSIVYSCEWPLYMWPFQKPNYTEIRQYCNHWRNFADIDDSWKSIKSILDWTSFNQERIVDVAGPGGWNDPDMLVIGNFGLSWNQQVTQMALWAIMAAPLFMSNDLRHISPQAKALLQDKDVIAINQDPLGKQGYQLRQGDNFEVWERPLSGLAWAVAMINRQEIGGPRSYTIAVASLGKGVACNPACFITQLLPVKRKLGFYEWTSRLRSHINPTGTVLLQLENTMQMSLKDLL
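Fluorogenic readout (Ex 365/Em 440 nm) of 4-methylumbelliferone released from 1 mM 4-MU-alpha-galactoside by spleen homogenate, 40 min at 37C, pH 5.0. Data normalized to no-enzyme and enzyme controls; Hill-equation AC50 from compound titrations.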
ALDH1A1 block: blocks purified human ALDH1A1 activity; Purified ALDH1A1, NADH fluorescence, propionaldehyde substrate; P00352; Potency, µM (doses to about 75.3 µM), for the others: top-dose activity, negative = inhibition, actives largely listed as inhibitors; 7.3% of 220,000 active; AID 1030; active = well fitted inhibition curve with a large enough effect, not every such curve was filed as active; inconclusive = small, poorly fitted or top-dose-only effect, or another doubt; inactive = no such curve, though single readings can be large or run the other way;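 note: plate controls were no enzyme wells and a reference inhibitor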
Target sequence (P00352 whole entry, looked up): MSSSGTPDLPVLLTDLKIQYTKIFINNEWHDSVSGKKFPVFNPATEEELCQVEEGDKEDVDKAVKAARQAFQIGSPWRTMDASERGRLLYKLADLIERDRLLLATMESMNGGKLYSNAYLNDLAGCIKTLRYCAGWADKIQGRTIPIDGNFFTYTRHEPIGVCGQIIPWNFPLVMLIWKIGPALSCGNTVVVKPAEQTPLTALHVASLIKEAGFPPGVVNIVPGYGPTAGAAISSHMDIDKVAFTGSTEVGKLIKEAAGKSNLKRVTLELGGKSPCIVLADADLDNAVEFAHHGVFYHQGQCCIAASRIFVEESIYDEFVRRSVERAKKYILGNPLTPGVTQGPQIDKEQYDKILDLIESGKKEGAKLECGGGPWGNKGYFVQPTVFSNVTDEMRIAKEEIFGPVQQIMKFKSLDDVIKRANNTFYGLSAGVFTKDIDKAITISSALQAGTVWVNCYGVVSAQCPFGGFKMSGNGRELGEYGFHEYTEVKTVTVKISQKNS
Numbers without * were called inactive; ? = inconclusive; · = not tested or not shown; & = joins results of further samples; [ ] = another dose, or the depositor's remark. Unless noted, calls come from the whole dose curve; as a rule, active = well fitted curve in the direction sought with a large enough effect; inconclusive = small, poorly fitted or top-dose-only effect, or another doubt; inactive = no such curve, though single readings can be large; an effect the other way counts as inactive or inconclusive. Unless noted, % is set by controls: 0 for no effect and ±100 for the full control effect; potency is the fitted concentration of half-maximal effect.

SMILES	TRb-SRC2 inh	Tau ThT inhib	L3MBTL1 block	Tau fibril FP	Tau fluor cs	TexasRed fluor	aGal spleen mod	ALDH1A1 block
COCC(=O)NCCNc1nc2ccc(C)cc2cc1C	4.5%	-5.5%	3.6%	-1.7%	-4.1%	2.3%	6.4%	?
COc1ccc(OC)c(NC(=O)CN2C(=O)CCc3cc(S(=O)(=O)N4CCCCC4)ccc32)c1	0.7%	-7.7%	·	6.8%	-20.2%	-1.5%	·	·
CCOC(=O)c1ccc(NC(=O)c2csnn2)cc1	-3.9%	?	·	-1.0%	-21.2%	9.8%	·	·
CCc1ccccc1NC(=O)c1cc(S(=O)(=O)N2CCC(C)CC2)cn1C	-9.0%	-4.8%	·	3.8%	-11.5%	2.2%	·	·
Cc1cc(Cl)c(S(=O)(=O)NC(C(=O)O)C(C)C)cc1OCC(=O)NC1CCCCC1 (stereo unspecified)	-15.5%	-2.3%	·	-6.4%	-7.5%	3.5%	-1.3%	?
Cc1nn(C)cc1C(=O)NNC(=S)Nc1ccc(Cl)cc1	-2.0%	?	6.9%	0.8%	-21.2%	1.1%	6.2%	?
Cc1ccc(N(CC(=O)Nc2ccc(-c3nc4ccc(C)cc4s3)cc2)S(C)(=O)=O)cc1	0.9%	-14.9%	-0.3%	?	?	1.9%	8.9%	?
Cc1cccc(NC(=O)Cn2cnc3c(oc4ccccc43)c2=O)c1	1.5%	4.8%	-5.6%	-10.9%	-1.8%	-2.8%	2.5%	1.4%
CCOc1ccccc1OCC(=O)Nc1ccc(S(=O)(=O)N(C)C)cc1	3.2%	-5.2%	4.2%	-2.4%	-16.1%	-0.4%	3.4%	-7.5%
COC(=O)[C@@]1(Cc2ccc(F)cc2)[C@H]2c3cc(C(=O)N(C)C)n(Cc4ccc(OC)c(OC)c4)c3C[C@H]2CN1C(=O)c1ccccc1	0.3%&-1.8%	?	-7.7%	7.1%&-12.4%	-4.6%&-11.2%	0.1%&-2.2%	-1.3%&3.0%	-5.5%&-1.1%
COc1cc(C2Nc3ccccc3C(=O)N2c2ccccc2OC)ccc1O (stereo unspecified)	-24.6%	-6.6%	·	-1.6%	-12.4%	0.7%	7.0%	?
O=C(CN1C(=O)NC2(CCOc3ccccc32)C1=O)Nc1ccc2c(c1)OCCO2 (stereo unspecified)	-10.2%	-26.1%	·	14.3%	-16.3%	-1.0%	-1.5%	?
COc1ccc(S(=O)(=O)N2CCN(CCC(=O)Nc3ccccc3F)CC2)cc1	-1.7%	-7.9%	·	-0.8%	-12.6%	-1.4%	-4.8%	1.12µM*
Cc1ccc(Cn2ccc(NC(=O)c3cc(C)on3)n2)cc1	-2.7%	-1.8%	·	12.6%	2.2%	0.4%	10.8%	6.7%
Cc1nc2sc(C(c3cccs3)N3CCC(C(N)=O)CC3)c(O)n2n1 (stereo unspecified)	-4.9%	-2.8%	-12.0%	9.3%	-5.2%	1.3%	-3.0%	-17.5%
CC(C)(C)c1nc(SCC(=O)NCc2cccs2)c2ccccc2n1	-3.8%	7.9%	1.2%	-3.1%	20.4%	-4.0%	0.2%	10.1%
CCC(=O)Nc1ccccc1-c1nc2ccccc2n(Cc2cccc(Br)c2)c1=O	1.8%	5.5%	·	5.9%	7.9%	-1.3%	·	·
CCc1ccc(NC(=O)CSc2nnc(CNC(=O)c3c(F)cccc3Cl)o2)cc1	-11.6%	-22.5%	·	-4.6%	-14.3%	-2.3%	-2.0%	-4.0%
O=C1Nc2ccccc2N(O)N1c1cc(-c2ccc(Cl)cc2)[nH]n1	-7.0%	0.2%	-7.4%	9.3%	-11.3%	-2.8%	-4.3%	4.3%
CCCc1sc(N2CCCC(C(N)=O)C2)nc1-c1ccccc1 (stereo unspecified)	2.4%	-2.1%	-8.3%	5.1%	-14.5%	-0.5%	3.9%	-10.4%
COC(=O)C(Cc1c[nH]c2ccccc12)NC(=O)CNC(C)=O (stereo unspecified)	-8.6%	-7.5%	·	-4.1%	-5.2%	-2.9%	-2.6%	-1.6%
CSc1nnc(SCC2=NNC(=O)SC2)s1	-7.4%	-10.5%	0.5%	4.7%	-7.0%	-0.6%	4.7%	3.5%
Cc1ccccc1-c1nnc(-c2ccc(Br)cc2)o1	7.7%	-14.7%	2.0%	-4.7%	-6.1%	0.2%	-10.5%	-15.7%
C=CCN1c2ccccc2[C@]23C[C@@H](C(=O)OC)N(C(C)=O)C2=NC(C(=O)OC)=C(C(=O)OC)[C@H]13	10.7%[11.2 µM]	-2.7%[11.5 µM]	·	-2.3%[11.6 µM]	-11.8%[11.6 µM]	3.7%[11.2 µM]	10.1%[17.5 µM]	20.7%[13.5 µM]
CN(C)Cc1nc2ccccc2c(=O)n1CC(=O)Nc1cccc(S(=O)(=O)N2CCOCC2)c1	-1.2%	-7.0%	3.1%	-4.3%	-6.4%	-4.2%	-4.9%	10.3%
COc1ccc(-c2cc(-c3nnc(COC(=O)CC4CCCC4)o3)c3ccccc3n2)cc1OC	0.0%	-2.3%	26.2%	-2.0%	-28.7%	2.6%	-0.1%	?
C/C(=N\Nc1nc2ccccc2[nH]1)c1ccc([N+](=O)[O-])cc1	0.8%	?	·	-1.6%	?	-4.4%	2.1%	·
Cc1ccc(Cl)cc1NC(=S)N(Cc1cccs1)C1CCCC1	3.2%	-8.0%	21.2%	-4.3%	-7.8%	-0.7%	3.4%	?
Cc1c(N=C2NC(=O)C(CC(=O)Nc3ccccc3)S2)c(=O)n(-c2ccccc2)n1C (stereo unspecified)	-15.6%	-4.9%	-11.7%[11.4 µM]	3.6%	-4.8%	5.2%	6.3%	-2.9%
O=C(NC(=S)Nc1ccccc1N1CCOCC1)c1ccco1	-3.8%	2.3%	-2.4%	-2.2%	-11.1%	-1.6%	-3.5%	?

Only TexasRed fluor and aGal spleen mod (four entries from above):
smiles	TexasRed fluor	aGal spleen mod
CCc1ccc(NC(=O)CSc2nnc(CNC(=O)c3c(F)cccc3Cl)o2)cc1	-2.3%	-2.0%
O=C1Nc2ccccc2N(O)N1c1cc(-c2ccc(Cl)cc2)[nH]n1	-2.8%	-4.3%
CCCc1sc(N2CCCC(C(N)=O)C2)nc1-c1ccccc1 (stereo unspecified)	-0.5%	3.9%
COC(=O)C(Cc1c[nH]c2ccccc12)NC(=O)CNC(C)=O (stereo unspecified)	-2.9%	-2.6%

(next part)
SMILES	TRb-SRC2 inh	Tau ThT inhib	L3MBTL1 block	Tau fibril FP	Tau fluor cs	TexasRed fluor	aGal spleen mod	ALDH1A1 block
Cc1ccccc1Cn1c(SCc2ccc(C(=O)N3CCCCC3)cc2)nc2ccncc21	2.8%	8.2%	·	-5.3%	1.8%	1.1%	·	·
CN(Cc1ccccc1)C(=O)Cn1nc(C(F)(F)F)c2c1CCC2	-14.6%	0.3%	·	-2.1%	-2.3%	-2.6%	-1.2%	-5.4%
COC(=O)C1=C(C(=O)OC)[C@@H]2Nc3ccccc3[C@@]23C[C@@H](C(=O)OC)N(S(=O)(=O)c2ccc(OC)cc2)C3=N1	2.1%[11.2 µM]	-12.7%[11.5 µM]	·	2.4%[11.6 µM]	-19.4%[11.6 µM]	-3.5%[11.2 µM]	-10.7%[17.5 µM]	-4.7%[13.5 µM]
CCOC(=O)c1ccc(OCc2c(C)noc2C)cc1	3.9%	-9.4%	·	8.9%	-7.1%	-1.1%	4.2%	?
CCOc1ccc(NC(=O)Cc2coc3ccc(C)cc23)cc1	-0.9%	?	·	-5.3%	-27.5%	-2.7%	·	·
CC(C)(C)n1cnc2cc(NCc3cccs3)ccc21	6.6%	-17.2%	·	3.1%	-18.6%	-3.1%	-3.0%	?
Cc1ccc2c(c1)C(=O)OC(C(=O)Nc1ncc(Cc3ccccc3)s1)C2 (stereo unspecified)	5.3%	-3.3%	·	-8.7%	-4.2%	2.8%	·	·
CC(C)=Cc1oc2ccc([N+](=O)[O-])cc2c1N1CC(C)OC(C)C1 (stereo unspecified)	-0.2%	-7.3%	·	-1.3%	-11.7%	1.3%	-9.7%	-11.2%
N#Cc1ccccc1NC(=O)c1cnc(N2CCOCC2)c2ccccc12	-1.0%	-0.4%	·	-3.5%	-3.4%	0.1%	·	·
COc1ccc(-n2c(C)c(C(C)=O)c3cc(OC(=O)COc4ccccc4)ccc32)cc1	8.2%	?	·	0.0%	-20.9%	-2.7%	·	·
Cc1cc(C(=O)COC(=O)c2ccc3c(c2)NC(=O)CS3)c(C)n1CC1CCCO1 (stereo unspecified)	-7.6%	?	-14.8%	-8.2%	-24.2%	-0.7%	5.4%	-11.0%
CCOc1ccc(N2C(=O)CN(CC(=O)OC)C2=S)cc1	-10.5%	-5.4%	5.8%	-0.4%	-2.7%	-1.5%	2.6%	15.6%
O=C(CN1N=C(c2ccc(Cl)cc2)CCC1=O)NCCN1CCc2ccccc2C1	-1.7%	-4.3%	4.7%	-3.0%	-7.0%	?	4.9%	7.8%
CCCC(=O)Nc1ccccc1-c1nnc(SC)[nH]c1=O	-0.1%	-14.3%	9.3%	-1.8%	-8.8%	2.8%	-0.4%	23.6%
COc1cc(OC)cc(C(=O)NNC(=O)c2ccc(S(=O)(=O)N(C)c3ccccc3OC)cc2)c1	4.7%	-10.1%	-6.5%	-0.8%	-22.4%	-0.2%	4.1%	·
O/N=C(\c1ccc(Cl)cc1)c1cc2ccccc2o1	-14.6%	-4.2%	·	?	?	0.0%	1.2%	5.7%
COC(=O)C1CCN(C(=O)Cc2c(OC)ccc3cc(Br)ccc23)CC1	9.4%	4.5%	-18.7%	-2.6%	-5.1%	-1.8%	0.7%	1.9%
CCOC(=O)N1CCN(c2c(N3CCN(c4cccc(C(F)(F)F)c4)CC3)c(=O)c2=O)CC1	-4.1%	-11.8%	-3.7%	3.0%	-9.9%	3.6%	5.4%	26.0%
CCN(CC)CCNC(=O)C(=O)Nc1ccc(C(=O)OC)cc1	1.3%	1.3%	12.9%	0.7%	2.3%	1.6%	0.8%	·
CCOc1ccc(NC(=O)Nc2cccn(Cc3ccccc3)c2=O)cc1	6.0%	?	-15.3%	2.0%	?	-2.9%	-1.5%	-5.0%
